# Compound activity: PubChem, several laboratories
# M5 ag: human M5 muscarinic receptor agonists, primary screen, CHO-K1 cells, Fluo-8 calcium fluorescence; Muscarinic acetylcholine receptor M5 (Homo sapiens), P08912; CHO-K1 hM5 cells; 0% DMSO wells, 100% maximal acetylcholine response; activation, % at 3 µM; 360,000 compounds, 0.19% hits; AID 624037, 2012;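 active = activation above the run's mean over test compounds plus 3 SD, cut at about 23% in these data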;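 note: signal is peak over basal fluorescence ratio across the kinetic read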
# Target sequence (P08912 whole entry, looked up): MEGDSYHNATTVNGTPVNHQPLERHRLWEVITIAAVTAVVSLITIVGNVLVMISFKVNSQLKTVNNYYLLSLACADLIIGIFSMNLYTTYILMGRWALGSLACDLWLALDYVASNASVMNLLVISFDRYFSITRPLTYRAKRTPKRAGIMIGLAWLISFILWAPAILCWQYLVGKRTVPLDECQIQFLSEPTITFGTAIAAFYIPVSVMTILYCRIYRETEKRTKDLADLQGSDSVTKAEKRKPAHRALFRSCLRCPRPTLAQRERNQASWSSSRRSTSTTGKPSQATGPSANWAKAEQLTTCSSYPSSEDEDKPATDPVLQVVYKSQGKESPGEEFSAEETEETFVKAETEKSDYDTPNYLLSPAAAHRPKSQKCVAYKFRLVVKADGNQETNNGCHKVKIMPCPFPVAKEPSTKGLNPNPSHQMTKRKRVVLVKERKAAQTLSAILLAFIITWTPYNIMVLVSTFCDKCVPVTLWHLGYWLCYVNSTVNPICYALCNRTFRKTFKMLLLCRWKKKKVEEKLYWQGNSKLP
# CHRM5 PAM: human M5 muscarinic receptor positive allosteric modulators, primary screen, CHO-K1 cells, Fluo-8 calcium fluorescence. CHO-K1 hM5, ACh EC20 PAM; 0% = ACh EC20, 100% = ACh EC100. activation, % at 3 µM. 360,000 compounds, 0.3% hits. AID 624038, 2012;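 active = activation above the run cutoff, the mean activation of all test compounds plus 3 SD, cut at about 18% in these data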
#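 Test system: CHO-K1 hM5 cells / Doses: single-point, 3 µM nominal / Times: Post-acetylcholine fluorescence recording 140 s / Technique: Fluo-8 calcium fluorescence / Measure: Max/basal fluorescence ratio as % of EC20–EC100 ACh window / Benchmarks: low control EC20 acetylcholine (0%), high control EC100 acetylcholine (100%) / Replicates: one well per compound, no replicates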
# M1 PAM: human M1 muscarinic receptor positive allosteric modulators, primary screen, CHO-K1 cells, Fluo-8 calcium fluorescence, 1536-well | Muscarinic acetylcholine receptor M1 (Homo sapiens), P11229 | CHO-K1 hM1, ACh EC20; 0% = ACh EC20, 100% = maximal ACh | activation, % at 3 µM | 360,000 compounds, 0.088% hits | AID 588819, 2011; in the data active = activation above about 19%, passing the limit was not always enough
# CRFR2-BP ag: agonists of CRF-BP/CRF-R2 complex, primary screen, cell-based, HEK293, calcium dye fluorescence, uHTS. CRF-binding protein / CRF receptor 2 complex (human). calcium dye fluorescence (FLIPR); percent of saturating CRF peptide response. activation, % at 13.2 µM. 350,000 compounds, 0.46% hits;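 active = activation of at least 50%, plus an integration ratio under a set limit after plate pattern correction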;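 note: plate controls were neutral control wells without compound for no effect and CRF at EC100 for full effect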
# CHRM5 antagonist: human M5 muscarinic receptor antagonists, primary screen, CHO cells, Fluo-8 calcium fluorescence | 360,000 compounds, 0.59% hits | CHO-hM5 cells, ACh EC80 | inhibition, % at 3 µM | AID 624040, 2012;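 active = inhibition above a per-plate cutoff, the mean of that plate's test compounds plus 3 SD, cut at about 27% in these data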;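 note: 0% = acetylcholine EC80 with DMSO and 100% = DMSO without agonist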
# CHRM4 agonist: human M4 muscarinic receptor agonists, primary screen, CHO-K1 cells, Fluo-8 calcium fluorescence. Muscarinic acetylcholine receptor M4 (Homo sapiens), P08173. 360,000 compounds, 0.14% hits. CHO-K1 hM4/Gqi5; vehicle 0%, full acetylcholine response 100%. activation, % at 3 µM;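 active = activation above the run mean over all test wells plus 3 SD, cut at about 32% in these data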;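 note: peak over basal fluorescence ratio per well then scaled between controls; 0% = DMSO wells and 100% = acetylcholine at EC100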
# Target sequence (P08173 whole entry, looked up): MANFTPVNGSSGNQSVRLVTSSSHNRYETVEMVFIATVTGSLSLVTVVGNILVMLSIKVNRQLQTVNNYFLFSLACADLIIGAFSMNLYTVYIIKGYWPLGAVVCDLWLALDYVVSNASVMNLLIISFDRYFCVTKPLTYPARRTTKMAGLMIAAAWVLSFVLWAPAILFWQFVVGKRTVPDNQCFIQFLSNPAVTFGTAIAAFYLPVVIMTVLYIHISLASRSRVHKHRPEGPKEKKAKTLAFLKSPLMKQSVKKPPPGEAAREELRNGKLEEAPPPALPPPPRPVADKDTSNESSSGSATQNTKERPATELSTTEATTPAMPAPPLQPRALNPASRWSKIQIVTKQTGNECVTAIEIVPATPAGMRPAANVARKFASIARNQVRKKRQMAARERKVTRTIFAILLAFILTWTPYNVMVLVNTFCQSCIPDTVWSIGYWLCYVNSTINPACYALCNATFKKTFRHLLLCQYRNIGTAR
# CRFR2-BP antag: antagonists of CRF-BP/CRF-R2 complex, primary screen, cell-based, HEK293, calcium dye fluorescence, uHTS; CRF-induced calcium fluorescence; inhibition, % at 11.8 µM; 350,000 compounds, 0.59% hits;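 active = inhibition of the ligand-induced calcium signal above about 50% at the single tested concentration, limit read from the data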
# M4 PAM: human M4 muscarinic receptor positive allosteric modulators, primary screen, CHO-K1 cells, Fluo-8 calcium fluorescence. Muscarinic acetylcholine receptor M4 (Homo sapiens), P08173. CHO-K1 hM4/Gqi5, ACh EC20; 0% = ACh EC20, 100% = maximal ACh. activation, % at 3 µM. 360,000 compounds, 0.4% hits. AID 624126, 2012;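 active = activation above its plate's cutoff, the mean activation of sample wells plus 3 SD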; note: some results filed as inactive read as strong as hits
# CHRM4 antagonist: human M4 muscarinic receptor antagonists, primary screen, CHO cells, Fluo-8 calcium fluorescence; Muscarinic acetylcholine receptor M4 (Homo sapiens), P08173; CHO-hM4 cells, ACh EC80; inhibition, % at 3 µM; 360,000 compounds, 0.73% hits; AID 624125, 2012;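 active = inhibition above its plate's cutoff, the mean inhibition of sample wells plus 3 SD, cut at about 27% in these data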;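 note: 0% = acetylcholine EC80 with DMSO and 100% = DMSO without agonist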
# The depositor's hits bear a star; . = not tested or not shown; & = joins results of further samples.
item	SMILES	M5 ag	CHRM5 PAM	M1 PAM	CRFR2-BP ag	CHRM5 antagonist	CHRM4 agonist	CRFR2-BP antag	M4 PAM	CHRM4 antagonist
1	CC(C)CN(CC(C)C)C(=O)CC(=O)NC(=O)c1ccc(Cl)cc1	-3	-7	11	-0.4	-3	1	-8	15	-13
2	O=C(Cn1cnc(Cl)c1Cl)c1ccc(F)cc1	-2	-2	11	0.8	0	1	5	-8	9
3	C=CCn1c(Cc2ccccc2)n[nH]c1=S	-20	-7	-6	-6.6	13	1	6	-5	-1
4	CCc1ccc(C(=O)COC(=O)c2cccc(N3C(=O)c4c(C)nc5ccccc5c4C3=O)c2)cc1	1	6	4	1.7	-4	-1	-17	-2	1
5	COc1ccc(C2N(Cc3ccccc3)CC(=O)N2/N=C(\C)c2ccccc2)cc1 (configuration not stated)	0	2	10	0.8	-4	1	81*	11	0
6	CC(C)(C)NC(=O)c1cc2c(ccc3ccccc32)oc1=O	5	3	-2	-0.4	1	1	17	0	0
7	CCN(c1ccccc1)S(=O)(=O)c1ccc(OC)c(NC(=O)C2CCC2)c1	0	0	6	0.7	11	3	2	8	-7
8	O=C1CCCN1CC(O)CS(=O)(=O)Cc1ccccc1Cl (configuration not stated)	-3	-2	7	0.8	6	1	8	9	-4
9	O=C(CCn1c(=O)sc2ccccc21)NC1CCCCC1	-4	-9	3	0.2	14	1	-9	-4	-1
10	O=C(NC(O)C(=O)c1ccc(F)cc1)c1ccc(F)cc1 (configuration not stated)	6	4	13	-0.6	-9	6	10	3	-16
11	Oc1c(C=C2N=c3ccccc3=N2)sc(=S)n1-c1ccc(F)cc1	6&4	0&-1	4&14	5.0&-1.3	10&6	6&5	1&7	2&1	7&6
12	C=CCNC(=O)CC(=O)N/N=C/c1ccc(C(=O)OC)cc1	0	1	8	2.2	4	1	-5	16	4
13	CCC(=O)Nc1ccc(Br)c(Cl)c1	-5	-9	3	-2.3	2	1	4	-8	-3
14	CCn1c(SCC(=O)NC(=O)NC(C)(C)C)nc2ccccc21	-1	-8	9	4.4	6	1	-27	4	4
15	Cc1ccc(Cn2c(=N)c(C(=O)NCCN3CCOCC3)cc3c(=O)n4ccccc4nc32)cc1	-2	-1	2	0.1	5	0	-4	-1	-3

# Two of these compounds in a different format:
# Screens in order: M5 ag | CHRM5 PAM | M1 PAM | CRFR2-BP ag | CHRM5 antagonist | CHRM4 agonist | CRFR2-BP antag | M4 PAM | CHRM4 antagonist
(3) C=CCn1c(Cc2ccccc2)n[nH]c1=S
→ -20 | -7 | -6 | -6.6 | 13 | 1 | 6 | -5 | -1
(4) CCc1ccc(C(=O)COC(=O)c2cccc(N3C(=O)c4c(C)nc5ccccc5c4C3=O)c2)cc1
→ 1 | 6 | 4 | 1.7 | -4 | -1 | -17 | -2 | 1

# (further entries)
item	SMILES	M5 ag	CHRM5 PAM	M1 PAM	CRFR2-BP ag	CHRM5 antagonist	CHRM4 agonist	CRFR2-BP antag	M4 PAM	CHRM4 antagonist
16	Cc1cccc(Nc2nc(N)nc(CN3CCN(c4ccccc4)CC3)n2)c1	3	-12	0	-1.0	6	3	-7	0	-17
17	COc1ccc(OC)c(C2=C[N+](=O)C(C)(C)C(C)(C)N2[O-])c1	-1	1	8	-0.1	-8	0	-2	15	6
18	Cc1noc(C)c1COC(=O)c1cccc(S(=O)(=O)N2CCCCCC2)c1	4	3	-13	-1.8	17	10	20	-7	10
19	CC(C)(C)NC(=O)CSc1nnnn1C(C)(C)C	-2	3	7	0.4	2	0	-7	12	-4
20	CNc1ccc([N+](=O)[O-])cc1-c1nc2ccccc2[nH]c1=O	0	4	15	-1.5	5	0	-10	7	11
21	CC(=O)c1cc(F)c(N2CCCCCC2)cc1C	-6	-4	-8	-0.3	1	0	-2	-11	6
22	C=CCn1c(SCC(=O)NCC2CCCO2)nnc1-c1ccncc1 (configuration not stated)	-4	9	18	1.5	3	0	6	6	1
23	CCN(CC)C(=O)CSC(Nc1ccc(F)cc1)=C(C#N)C#N	13	-4	9	3.1	9	4	3	-6	10
24	COC(=O)[C@H]1C[C@H](C(=O)O)[C@@H](C)C1(C)C	7	2	2	2.0	2	3	-2	6	10
25	CC(=O)c1cccc(NC(=O)COC(=O)Cc2ccc(Cl)cc2)c1	3	-5	1	-1.4	6	2	4	-5	-5
26	Cc1ccc(OCCC(=O)OCC(=O)NC2CCCC(C)C2C)cc1 (configuration not stated)	0	-12	5	0.2	7	-1	4	3	6
27	O=[N+]([O-])c1cc(C(F)(F)F)cc([N+](=O)[O-])c1NCCN1CCNCC1	-3	-2	0	0.8	14	1	5	-3	5
28	C[C@H](N)C(=O)N1CCC(C(=O)N[C@@H](Cc2ccccc2)C(=O)Nc2ccc(F)cc2)CC1	2	8	15	0.1	9	0	-6	-3	-7
29	COc1ccc(S(=O)(=O)N2CCCCC2)cc1NC(=O)c1ccc(OC)c(OC)c1	0	4	4	-0.2	3	2	-12	2	4
30	Cc1cc2c(cc1C)C(c1cccc(F)c1)CC(=O)N2 (configuration not stated)	0	-1	4	1.9	-4	1	-17	-6	5
31	O=C1CCC(=O)N1CC(=O)N1CCCc2ccccc21	-4	5	7	-1.4	2	0	-1	-2	6
32	COC(=O)C[C@H](NC(=O)Cn1cc(C)c(=O)[nH]c1=O)C(=O)OC	1	0	6	-0.5	1	0	16	-1	0
33	COc1ccccc1CN1C[C@@H]2C[C@@H](c3[nH]c4c(C)cccc4c3C)N3CCC[C@@]23C1=O	1	-6	10	0.5	9	16	-5	4	-12
34	CCCCc1ccc(NC=C2C(=O)OC3(CCCCC3)OC2=O)cc1	-1	-3	4	145*	2	0	-204	-3	2
35	O=C(NC(c1ccccc1)c1ccsc1)C1CCN(Cc2ccc(Oc3ccccc3)cc2)CC1 (configuration not stated)	0	-1	-6	.	-7	8	.	-13	4
36	CN(Cc1ccccc1)C(=O)c1nn2cccnc2c1Cl	-2	5	10	-1.6	-11	2	-7	23	4
37	Cn1c(=O)c2c(SCC(=O)NCc3ccco3)nc(-c3ccccc3Cl)nc2n(C)c1=O	-1	-3	0	0.2	1	6	11	-5	-3
38	Cn1c2ccccc2c(=O)c2cc(C#Cc3cccc(N)c3)ccc21	-3	-10	-6	0.3	10	8	-9	-7	1
39	Cc1ccc2ccccc2c1C(O)c1ncc(-c2cccc(F)c2)[nH]1 (configuration not stated)	1	-6	-10	.	7	4	.	-3	-6
40	CC(Sc1nnc2ccccn12)C(=O)Nc1ccc(Cl)cn1 (configuration not stated)	-1	0	5	-1.7	4	0	11	11	-4
41	Cc1ccc(CNc2cnccn2)cc1	0	-2	0	-7.2	0	-1	23	4	3
42	Nc1ncc(Br)cc1S(=O)(=O)NCCC(=O)NCCc1ccccc1	-4	0	-4	-3.4	-8	3	14	2	3
43	CC(=O)C1CCC2C3CCC4CC(=O)CCC4(C)C3C(O)CC12C (configuration not stated)	4	8	21	1.6	5	5	1	8	-9
44	O=C1CCC([N+](=O)[O-])C(c2ccccc2F)N1 (configuration not stated)	-1	-13	2	8.8	20	17	-3	-5	9
45	CC(=O)c1c(C)[nH]c(C(=O)OCC(=O)NNC(=O)c2ccc([N+](=O)[O-])cc2)c1C	-2	2	0	-0.1	7	1	-1	3	-1
46	O=C(/C=C/c1ccccc1Cl)Nc1cccnc1	6	3	2	-0.2	0	2	-1	-2	-1
47	CC(=O)c1c(C)n(-c2cccc(Cl)c2)c2ccc(O)cc12	-4	-6	5	-5.9	5	4	-43	-10	5
48	CC(C)Oc1ccc(C(CC(=O)N2CCOCC2)C(C)C)cc1 (configuration not stated)	-2	-2	10	0.3	14	0	2	4	-6
49	COCc1nnc(NC(=O)CCc2ccc(OC)cc2)s1	-5	-6	5	-1.5	5	0	-35	0	2
50	COc1ccccc1-n1c(SCC(=O)Nc2ccc(F)cc2)nc2c(c1=O)SCC2	3	-4	5	-4.9	3	2	17	-6	5
51	COc1ccc(/C=C/C(=O)c2ccccc2O)cc1CN1CCOCC1	-2	-14	-1	1.1	8	10	12	-10	8
52	CCCCCc1c(C)nc(N2CCN(Cc3ccc4c(c3)OCO4)CC2)[nH]c1=O	-3	2	3	-5.4	5	2	-1	-4	3
53	CCCCNC(=O)Nc1nnc(-c2ccccc2)o1	-1	-1	7	-0.1	2	0	4	2	-2
54	CCOC(=O)c1c(NC(=O)C2c3ccccc3Oc3ccccc32)sc(C(C)=O)c1C	1	-13	-1	-0.4	8	1	0	-5	7
55	O=C(NCCN1CCN(C(=O)c2ccccc2Cl)CC1)C(=O)NCc1ccccc1	-4	-2	6	-0.5	8	3	9	-2	5
56	O=C(OC1Cn2c(=O)ccc(=O)n2C1)c1ccc([N+](=O)[O-])cc1	-1	3	3	-0.3	0	0	1	2	-11
57	CCCCOc1ccc(C(=O)OC2CC(C)N(C)CC2C)cc1 (configuration not stated)	-12	-29	-25	2.4	13	3	-14	-11	-7
58	O=C(CCCn1cnc([N+](=O)[O-])n1)Nc1cccc(O)c1	2	13	17	0.3	-4	1	10	6	-3
59	COc1cc(/C=C2/C(=N)N3C(=NC2=O)SN=C3S(C)(=O)=O)ccc1OS(=O)(=O)c1ccc(C)cc1	-5	0	7	2.8	7	3	27	-3	10
60	Cc1ccc(OCC(=O)NCc2cccnc2)cc1	-1	8	3	-3.3	4	1	21	1	-9
61	CCOC(=O)C1C(=O)NC(C(=O)OCC)(C(=O)OCC)C1CC (configuration not stated)	1	-5	-1	4.7	14	1	-11	-1	-4
62	Cc1ccc2cc(CN(CC3CCCO3)C(=O)Nc3ccccc3F)c3nnnn3c2c1 (configuration not stated)	1	2	11	3.8	-13	0	-12	0	2
63	CCN(CC)CCCn1c2c(c(SCC(=O)Nc3cc(OC)cc(OC)c3)nc1=O)CCC2	-6	1	-16	1.2	11	-1	-10	-10	0
64	CCOC(=O)c1cc2c(ccn2C)n1CC(=O)N(C)C	-1	9	7	0.3	3	0	13	-3	8
65	Cc1nnc(N2CCN(Cc3ccccc3)CC2)[nH]c1=O	0	-2	3	9.7	1	1	-12	0	10
66	COc1ccc(-n2nnc3c(SCC(=O)Nc4ccccc4F)ncnc32)cc1	2	-3	6	1.3	8	0	10	-2	0
67	Cc1ccc(S(=O)(=O)N2CCC(C(=O)OCC(=O)N(C)C3CCCCC3)CC2)cc1C	-3	-7	2	1.3	3	4	0	-4	-6
68	CCOc1ccccc1N1CCN(CC(=O)Nc2ncc(C)s2)CC1	-1	-1	8	-0.5	20	0	3	-3	10
69	Cc1nnc(SCC(=O)c2cc(C)n(C3CC3)c2C)s1	-3	1	-3	52*	-1	1	-26	2	-7
70	O=C1C2CCCN2C(c2ccc(F)c(F)c2)N1c1cccc(Cl)c1 (configuration not stated)	-4	2	5	-2.4	-2	0	-15	5	-12
71	Cc1ccc(S(=O)(=O)N2CC(C(=O)O)Oc3ccccc32)cc1 (configuration not stated)	-3	0	9	1.1	4	1	-17	12	-6
72	Oc1ccccc1Nc1nc(-c2ccccc2O)nc2ccccc12	-2	-3	-1	11	1	1	-19	0	-4
